# IMP-1 inhibitor: blocks Pseudomonas aeruginosa IMP-1 metallo-beta-lactamase; AID 1556; inhibition, % at 5.6 µM; purified IMP-1, nitrocefin hydrolysis, epi-absorbance fluorescence; actives 0.45% (n = 290,000);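 active = inhibition above the mean plus 3 SD of all compounds in the same screening run, cut at about 4.5% in these data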;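 note: 0% = IMP-1 with DMSO and 100% = DMSO wells lacking enzyme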
#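 Test system: recombinant IMP-1 enzyme, purified / Medium: HEPES buffer pH 7.1 with ZnSO4 and Brij 35 / Doses: single dose, 5.6 µM / Times: 25 °C, 15 min preincubation, 25 min reaction / Detection: Epi-absorbance via hydrolysed-nitrocefin quenching of white-plate fluorescence, 480/530 nm, EDTA stop / Evaluation: percent inhibition from optical density relative to buffer-blank wells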
# MEKK2 mut-MEK5: signal of MEK5 binding to mutant human MEKK2 PB1 domain; bead flow cytometry, Alexa488-MEK5 binding to MEKK2 mutant; AID 1530; actives 0.35% (n = 290,000); percent response, % at 10 µM; in the data active = percent response above about 24%, passing the limit was not always enough; note: inactives centre near 1; some results filed as inactive read as strong as hits
# NS3 helicase inh: blocks Hepatitis C virus NS3 helicase unwinding; AID 1800; inhibition, % at 10.9 µM; actives 0.56% (n = 290,000); NS3 helicase DNA unwinding, Cy5 molecular beacon fluorescence;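 active = inhibition above the mean of all tested compounds plus 3 SD, set per campaign, cut at about 35% in these data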;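 note: 0% = DMSO wells and 100% = thioflavine S control wells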
#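 test system = hepatitis C virus NS3 helicase domain fragment enzyme | reagent = annealed dual-labelled DNA beacon duplex, ATP-started | times = 1 h at 25 °C | detection = Cy5 fluorescence, 0 and 60 min reads | read-out basis = percent inhibition from t60/t0 fluorescence ratio | control set = DMSO and thioflavine S | replication = one well per compound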
# NALP1 yeast inh: NALP1 inhibition. S. cerevisiae NALP1/ASC/caspase-1 growth, X-gal OD620, 72 h. inhibition, % at 10 µM. actives 0.61% (n = 280,000). AID 2071; in the data active = inhibition mostly above about 24%, no sharp cut-off; inactive = mostly below about 32%; note: some compounds called inactive have numbers as strong as hits
# SUMO HTRF inh: blocks human SUMOylation mediated by UBC9 | P63279 | HTRF SUMOylation assay, SAE1/SAE2 + UBC9, in vitro | inhibition, % at 35 µM | actives 0.36% (n = 290,000); in the data active = inhibition above about 50%, passing the limit was not always enough; note: strong numbers were not always called active
# Target sequence (P63279 whole entry, looked up): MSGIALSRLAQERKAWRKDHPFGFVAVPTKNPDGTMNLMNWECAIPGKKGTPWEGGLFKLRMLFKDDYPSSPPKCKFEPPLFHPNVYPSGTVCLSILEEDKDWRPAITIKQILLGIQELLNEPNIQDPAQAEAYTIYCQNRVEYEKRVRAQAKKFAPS
# FID counter: counter-screen for HCV NS3 helicase inhibitors: DNA intercalator displacement | DNA fluorescent intercalator displacement, fluorescence | inhibition, % at 7.9 µM | actives 0.17% (n = 290,000); in the data active = inhibition above about 37%;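 note: 0% = vehicle and 100% = reference compound; higher means more ethidium bromide displaced from hairpin DNA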
# M18AAP inhibitor: blocks P. falciparum M18 aspartyl aminopeptidase; recombinant PfM18AAP, H-Glu-NHMec fluorogenic cleavage; actives 1.2% (n = 290,000); inhibition, % at 7.35 µM;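 active = inhibition above the campaign mean inhibition over all tested compounds plus 3 SD, cut at about 28% in these data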;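 note: 0% = plate median of test compound wells and 100% = 2 mM ZnCl2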
# MEKK2 WT-MEK5: raises or lowers MEK5 binding to wildtype human MEKK2 PB1 domain; binding response (% of control), % at 10 µM; actives 1.1% (n = 290,000); Q9Y2U5; bead flow cytometry, Alexa488-MEK5 binding to MEKK2 WT; actives lie on both sides; in the data active = binding response below about 67% or above about 130%
# VIM-2 inh: inhibitors of Pseudomonas aeruginosa VIM-2 metallo-beta-lactamase | purified VIM-2, nitrocefin hydrolysis, epi-absorbance fluorescence | inhibition, % at 5.6 µM | actives 0.89% (n = 290,000);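 active = inhibition above the mean of all tested compounds plus 3 SD, cutoff set per screening run, cut at about 7.5% in these data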;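 note: red hydrolysis product quenches plate fluorescence so inhibitors raise well fluorescence; 0% = enzyme with DMSO and 100% = DMSO without enzyme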
# Starred values were filed as active, the others as inactive; . = no result given.
# Start of the data: the first four compounds as a preview:
SMILES,IMP-1 inhibitor,MEKK2 mut-MEK5,NS3 helicase inh,NALP1 yeast inh,SUMO HTRF inh,FID counter,M18AAP inhibitor,MEKK2 WT-MEK5,VIM-2 inh
CCOC(=O)c1c(-c2ccc(C)o2)csc1N,-2.1,12,17,14,-2,-10,2,114,-0.3
Cc1ccc(CSc2nnc3ccc(-c4ccncc4)nn23)cc1,-1.2,-30,-15,-20,15,-10,-2,74,0.0
Cc1nnc(SCc2ccon2)n1-c1ccccc1,-4.7,2,-5,26,-34,-5,1,96,-0.3
CC(=O)OC(Cn1nc(C)cc1C)c1ccccc1 (stereo not drawn),-1.0,-8,7,6,15,-9,1,96,0.3

# This part in full, from the start:
SMILES,IMP-1 inhibitor,MEKK2 mut-MEK5,NS3 helicase inh,NALP1 yeast inh,SUMO HTRF inh,FID counter,M18AAP inhibitor,MEKK2 WT-MEK5,VIM-2 inh
CCOC(=O)c1c(-c2ccc(C)o2)csc1N,-2.1,12,17,14,-2,-10,2,114,-0.3
Cc1ccc(CSc2nnc3ccc(-c4ccncc4)nn23)cc1,-1.2,-30,-15,-20,15,-10,-2,74,0.0
Cc1nnc(SCc2ccon2)n1-c1ccccc1,-4.7,2,-5,26,-34,-5,1,96,-0.3
CC(=O)OC(Cn1nc(C)cc1C)c1ccccc1 (stereo not drawn),-1.0,-8,7,6,15,-9,1,96,0.3
COc1ccc2oc(C(=O)OCC(=O)N3CC(C)OC(C)C3)c(C)c2c1 (stereo not drawn),-2.1,3,-1,13,20,-19,2,104,-3.2
O=C(Nc1nnc(-c2ccccc2)s1)c1ccc(F)cc1,-1.8,-5,-18,6,14,-4,-3,96,-0.9
O=S(=O)(c1ccc(Cl)cc1Cl)n1ccc2cccnc21,-2.5,-5,-4,-10,0,-7,-5,98,-2.3
Cc1ccccc1Nc1nc(N)nc(CSc2nnc3sc4ccccc4n23)n1,-1.7,3,-2,10,6,-20,1,104,0.4
Cc1ccc(C)c(-n2nnnc2SCC(=O)c2c(N)n(C)c(=O)n(C)c2=O)c1,-2.9,-3,20,-5,8,-4,3,97,-3.8
O=S(=O)(O)c1cccc(N=Nc2c(O)ccc3ccccc23)c1,-8.8,23,17,.,18,-16,-10,115,-3.0
O=C(CNc1ccccc1Cl)N/N=C1\CCCc2ccccc21,-3.3,-3,6,0,18,-3,-12,92,-5.0
CCN(CC)CCNC(=O)C1c2ccccc2C(=O)N(CCOC)C1c1ccc(F)cc1 (stereo not drawn),-2.5,2,-1,10,0,8,-3,107,-1.5
CC(=NC1CC1)C1=C(O)c2ccccc2C1=O,-1.0,6,-13,-2,16,-1,-2,105,-2.0
CCCOc1ccc(-c2cn3ccccc3n2)cc1[N+](=O)[O-],-4.8,12,2,9,29,-2,-6,104,0.8
Cc1ccc(Cl)cc1N1CCN(C(=O)c2ccc3c(c2)CCN3S(C)(=O)=O)CC1,0.0,0,10,-4,-5,-59,6,98,-3.2
O=C(Nc1cc(-c2nc3ncccc3o2)ccc1Cl)c1ccco1,0.2,2,10,10,41,-31,-2,103,0.8
COc1ccc(/C=N/NC(=O)c2nc(Cl)c(Cl)c(N)c2Cl)cc1COc1ccc(F)cc1F,-1.4,-7,10,-9,28,3,-7,95,-1.2
CSc1ccc(/C=N/n2c(C)nnc2C)cc1,-2.2,0,-5,9,24,-1,-9,104,-2.5
CCCc1nc(NC2CCCCC2)c(C#N)c2c1COC(C)(C)C2,-1.7,-12,2,14,4,2,1,92,-2.4
COC(=O)c1cc(NS(=O)(=O)c2ccc(N3CCCCCC3)c([N+](=O)[O-])c2)cc(C(=O)OC)c1,-1.9,6,-9,11,7,-10,-11,104,-0.7

# Looked up above:
# `CC(=NC1CC1)C1=C(O)c2ccccc2C1=O` @ VIM-2 inh: -2.0
# `CSc1ccc(/C=N/n2c(C)nnc2C)cc1` @ NS3 helicase inh: -5

# Other records:
SMILES,IMP-1 inhibitor,MEKK2 mut-MEK5,NS3 helicase inh,NALP1 yeast inh,SUMO HTRF inh,FID counter,M18AAP inhibitor,MEKK2 WT-MEK5,VIM-2 inh
COc1cc(OC)cc(C(=O)Nc2ccccc2-c2nnn(CC(=O)Nc3cc(C)on3)n2)c1,-3.1,5,-18,-2,21,-21,-3,97,-5.2
COc1cc(OC)cc(C(=O)NCC(=O)NC(C)CCc2ccccc2)c1 (stereo not drawn),-3.5,-1,-2,5,10,-24,-1,99,-0.8
Fc1ccc(C(c2nnnn2C2CCCCC2)N2CCCC2)cc1 (stereo not drawn),-3.8,1,-15,8,3,-9,3,106,-0.4
CN(C)Cc1c(O)ccc2c(=O)c(-c3ccccc3Cl)c(C(F)(F)F)oc12,0.2,1,-13,20,28,0,3,106,1.4
CCOc1ccccc1NC(=S)N1CCN(c2cccc(C)c2C)CC1,-3.0,2,-12,5,-17,-19,2,97,-0.3
O=C(Nc1ccccc1N1CCCCC1)c1cccc(Cl)c1,-1.9,4,-1,14,-4,-18,-2,105,-2.0
COc1ccccc1NC(=O)CSc1nnc(-c2ccco2)o1,-2.2,-1,7,14,18,-3,2,94,-2.5
O=C1NCCN1C(=O)N(c1ccccc1)c1ccccc1,-1.9,0,0,-7,3,-3,5,102,-0.5
Cn1c(=O)c2cc(S(=O)(=O)NC(C(=O)Nc3cccc(F)c3)c3ccccc3)ccc2n(C)c1=O (stereo not drawn),-2.0,.,-7,12,-16,-11,1,.,-4.1
CNc1nc(SC)n(C)c(=O)c1N=O,-2.1,2,2,-10,-3,1,8,91,0.0
CCn1c(SCc2ccccc2)nnc1C1CCCCC1,-0.8,13,-1,12,8,-18,0,100,-1.3
Cc1cc2[nH]c(=O)c(=O)[nH]c2cc1S(=O)(=O)N(C)C1CCCCC1,-0.2,-2,7,22,5,-22,-4,99,-1.7
CCOc1ccc(N(CC(=O)NCc2ccccc2)S(C)(=O)=O)cc1,-2.5,-4,1,4,-10,-9,6,100,-4.1
O=C(COC(=O)C1CCN(S(=O)(=O)c2ccc3c(c2)OCCO3)CC1)Nc1ccc(C(F)(F)F)cc1,-2.3,1,3,.,-16,-8,-5,113,-2.4
CCCOc1ccc(NC(=O)C2CC(=O)N(C(C)C)C2)cc1 (stereo not drawn),-0.8,-1,5,1,6,-8,-5,95,-2.5
COc1cccc(-c2cccc(NC(=O)C3CCN(Cc4nccs4)CC3)c2)c1,-1.7,0,-6,6,-32,-15,5,101,-2.2
O=C(O)C(Cc1cn[nH]n1)=NO,-2.2,2,1,8,18,-3,2,101,-4.3
CC(=O)N1c2ccc(S(=O)(=O)NCCC(=O)N3CCCC(C)C3)cc2CC1C (stereo not drawn),-1.6,1,-3,6,-8,-33,1,104,-1.8
COc1ccccc1NC(=O)COc1ccc(/C=N/n2cnnc2)cc1OC,-1.9,15,0,1,16,-18,-1,120,5.7
CCN(CC)C(=O)N(CC)Cc1ccccc1,-2.3,0,-5,10,2,0,-7,102,-1.9
O=C(CN1CCN(c2ccc([N+](=O)[O-])cc2)CC1)Nc1nccs1,-3.0,2,3,30,4,-3,2,99,-3.5
CC(NC(=O)c1ccc(CS(C)(=O)=O)cc1)C1CC2CCC1C2 (stereo not drawn),-4.2,-1,2,6,-4,-13,-5,101,-3.5
COc1ccc(NC(=S)N/N=C/c2ccc(F)c(F)c2)cc1,-3.4,2,-3,.,18,-11,3,97,-4.6
CN(C)CC1CCCCC1OC(=O)/C=C/c1ccccc1 (stereo not drawn),-3.4,-18,2,.,24,7,1,88,-3.0
CCn1cc(C(=O)NCCc2ccccc2)c(=O)c2cc(F)c(N3CCN(C)CC3)cc21,-1.7,5,-41,-2,20,26,-1,115,3.1
Cc1ccc([N+](=O)[O-])cc1NC1CC(O)C(CO)O1 (stereo not drawn),-2.3,2,4,16,2,-1,-3,104,-6.4
O=C(Cn1cnc2c(nnn2Cc2ccccc2)c1=O)Nc1ccc2c(c1)OCCO2,-2.1,3,-3,9,36,-24,3,103,1.1
CCN(Cc1ccncc1)Cc1ccc(Br)cc1,0.6,10,-3,6,-1,3,-4,106,-1.6
CNCCCNC(=O)c1ccc(/C=N/O)nc1,-0.8,-8,-4,-2,6,-4,2,98,-3.0
CCOc1cc2nc3c4ccccc4n(C)c3nc2cc1OCC,-0.8,-4,-5,23,30,-5,3,89,-1.4
COC(c1ccccc1)c1nnc(CCC(=O)N(C)CCCC2CCCC2)o1 (stereo not drawn),-2.3,-2,-9,0,-3,-32,-1,99,-3.3
N=C(N)SCc1cn(-c2ccccc2)nc1-c1ccc(Br)cc1,-2.4,107*,-53,-1,11,25,-1,256*,-1.9
Cc1ccc(NC(=O)CCNS(=O)(=O)c2ccc3c(c2)CCC(=O)N3)cc1,-2.6,3,4,1,6,-12,5,102,-3.1
CC(C)CN1C(=O)NC2(CCCc3ccccc32)C1=O (stereo not drawn),-0.4,4,7,-4,-3,-4,-4,103,-2.0
CCN(CC)S(=O)(=O)c1cccc(C(=O)N/N=C/c2ccccn2)c1,-2.1,-5,-1,-12,-5,-9,-11,96,0.9
CCN1CCN(CCNC(=O)c2cn(Cc3ccccc3F)nn2)CC1,-4.1,13,0,-59,14,1,-3,112,-0.7
CCN1C(=O)[C@H]2[C@@H](c3ccc(OC)cc3)N3C(=O)CN(Cc4ccccc4)C(=O)[C@@]3(C)[C@H]2C1=O,-3.2,-2,2,6,4,-15,2,105,-0.7
Cc1cc(C(=O)N2CCCC(N3CCN(c4ccc(F)cc4)CC3)C2)no1 (stereo not drawn),-0.8,5,4,12,24,-11,-14,106,-0.6
CCCN1CCC(NC(=O)c2cccc(Oc3ccccc3)c2)CC1,0.0,2,-10,22,-12,20,-6,115,1.1
CCNC(=S)Nc1ccc(Oc2ccccc2)cc1,-2.9,8,-4,.,.,-2,1,111,-1.9
Cc1ccc2nc(-c3cccnc3)cc(C(=O)Nc3ccccc3[N+](=O)[O-])c2c1,-2.3,2,8,21,14,-23,-8,99,-0.9
COc1ccc(-c2nn(-c3ccccc3C)cc2CNCc2cccnc2)cc1F,-3.4,-9,-13,0,0,16,-11,108,-1.7
O=C(CCl)N1c2ccccc2CCc2ccccc21,0.8,3,-4,3,4,-5,-14,107,1.5
CCc1ccc(NC(=O)CSc2nc3n[nH]c(C)c3c(=N)n2-c2cccc(OC)c2)cc1,-3.7,8,-27,18,-5,-10,2,113,-3.5
O=C1C=CC(=O)N1c1ccc(N2CCCCC2)cc1,-1.7,-30,45*,46*,-3,-2,35*,52,1.4
O=S(=O)(Nc1ccc(O)c(CN2CCCCC2)c1)c1ccccc1,-2.5,-10,-15,-16,3,1,7,89,-1.9
Cn1cc(S(=O)(=O)N2CCCC2)cc1C(=O)NCc1ccccc1Cl,-1.7,0,-3,12,7,-21,-11,102,-1.5
COc1cccc(NC(=O)N2CCCC2C(=O)NCc2ccco2)c1 (stereo not drawn),-0.5,-5,10,7,-9,-2,-5,100,-2.5
Cc1ccnc(N2C(=O)c3ccc([N+](=O)[O-])cc3C2=O)c1,-3.0,11,7,5,7,2,0,105,-2.4
O=C1Nc2ccccc2O/C1=C\c1ccccc1Br,-4.1,7,-3,9,20,-8,9,104,-3.7
